Screening data deposited in PubChem BioAssay by several laboratories.
DUSP1 inh = blocks human MKP-1 phosphatase activity. P28562. 0.15% of 65,000 active. inhibition, %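 (compounds tested at a single concentration somewhere between 10 and 100 µM)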. recombinant MKP-1, OMFP hydrolysis fluorescence;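 active = inhibition above about 50%, limit read from the data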;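 also: 0% = DMSO max control wells and 100% = wells with enzyme stopped by NaOH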
Cdc25B inh = human M-phase inducer phosphatase 2 inhibition | P30305 | recombinant Cdc25B, OMFP fluorescence Ex485/Em525 | inhibition, %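 (compounds tested at 10 µM final in the well)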 | 0.1% of 65,000 active | AID 368; in the data active = inhibition above about 50%
Her2 expr inh = Her2 kinase expression inhibition. SKBR-3 HER2 protein level, AlphaScreen, 18-24 h; hits give low values. P04626. 0.69% of 65,000 active. HER2 level % of control, % at 10 µM;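 active = HER2 level under 5% of the carrier-only control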;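 also: 100% = DMSO carrier and 0% = 500 nM PU-H71 HSP90 inhibitor; lower value means stronger loss of Her2 protein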
D1 mod = D1 dopamine receptor (human) allosteric modulation | P21728 | HEK293 D1, CRE-luciferase, dopamine EC30 potentiation; actives deviate in either direction | B-score at 10 µM | 5.9% of 58,000 active;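 active = luminescence count or its row- and column-corrected plate score outside the 99.7% band of the plate's sample wells, on either side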
FXIIa inh mix = blocks human factor XIIa in pooled compound mixtures. P00748. purified FXIIa, fluorogenic substrate. inhibition, % at 5 µM. 0.2% of 62,000 active. AID 684; in the data active = inhibition above about 20%, passing the limit was not always enough;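 also: 0% = enzyme without compound and 100% = no enzyme blank; some results filed as inactive read as strong as hits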
TNAP act mid DEA = activates human TNAP at intermediate phosphate acceptor concentration; activation factor at 20 µM; 64,000 tested, under 10 active; purified TNAP, CDP-star luminescence, 100 mM DEA, 30 min; hits give high values; scale: 0 levamisole-inhibited, 1 vehicle-only enzyme; AID 813;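 active = activation factor of at least 2 at 20 µM, relative to controls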
Target sequence (P05186 whole entry, looked up): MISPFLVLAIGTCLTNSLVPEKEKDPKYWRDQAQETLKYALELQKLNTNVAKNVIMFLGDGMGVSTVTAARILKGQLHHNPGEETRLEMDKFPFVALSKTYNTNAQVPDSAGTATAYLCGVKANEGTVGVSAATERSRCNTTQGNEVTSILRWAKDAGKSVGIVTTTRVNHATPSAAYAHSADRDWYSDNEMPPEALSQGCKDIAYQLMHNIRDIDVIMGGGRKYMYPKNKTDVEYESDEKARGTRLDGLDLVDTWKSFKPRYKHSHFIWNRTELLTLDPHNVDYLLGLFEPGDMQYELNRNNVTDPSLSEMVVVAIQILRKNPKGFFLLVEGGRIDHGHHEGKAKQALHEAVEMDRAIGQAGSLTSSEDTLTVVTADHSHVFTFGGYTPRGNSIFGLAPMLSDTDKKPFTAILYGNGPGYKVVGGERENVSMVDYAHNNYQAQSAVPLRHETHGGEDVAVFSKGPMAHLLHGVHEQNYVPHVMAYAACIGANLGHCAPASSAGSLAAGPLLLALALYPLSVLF
RORa activator = RORA (human) activation | P35398 | CHO-K1 Gal4-RORA LBD luciferase reporter, luminescence; percent increase over mock-subtracted basal signal | activation, % at 10 µM | 1.5% of 65,000 active;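 active = activation above the mean of all tested compounds plus 3 SD, cut at about 49% in these data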;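 also: 0% = DMSO-treated RORA cells and 100% = added signal equal to DMSO minus mock-transfected cells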
SF-1 act = SF-1 (human) activation | activation, % at 10 µM | CHO-K1 Gal4-SF-1 LBD luciferase reporter; % increase over DMSO SF-1-specific signal | Q13285 | AID 522 | 1.9% of 65,000 active;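 active = activation above the mean activation of all tested compounds plus 3 SD, cut at about 50% in these data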
Target sequence (Q13285 whole entry, looked up, the tested form may be a part): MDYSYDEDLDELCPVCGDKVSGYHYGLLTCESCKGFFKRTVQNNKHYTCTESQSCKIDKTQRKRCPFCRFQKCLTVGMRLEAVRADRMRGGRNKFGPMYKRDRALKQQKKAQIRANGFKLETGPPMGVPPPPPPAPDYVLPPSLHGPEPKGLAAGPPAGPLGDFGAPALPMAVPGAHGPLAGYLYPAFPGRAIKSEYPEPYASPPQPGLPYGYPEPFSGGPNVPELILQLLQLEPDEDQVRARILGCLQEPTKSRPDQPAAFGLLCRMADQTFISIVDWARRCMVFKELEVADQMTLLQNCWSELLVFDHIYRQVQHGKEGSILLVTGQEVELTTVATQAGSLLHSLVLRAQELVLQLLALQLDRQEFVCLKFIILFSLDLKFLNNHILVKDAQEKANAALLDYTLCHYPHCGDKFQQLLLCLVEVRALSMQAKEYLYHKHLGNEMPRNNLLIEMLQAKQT
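System: CHO-K1 cells with Gal4–hSF-1 LBD chimera plus Gal4-driven luciferase; quantity: 4,000 CHO-K1 cells per well; compound: one dose, 10 µM compound, 1% DMSO; times: 20 h compound treatment, 37 °C; measured by: SteadyLite luciferase luminescence; read-out: percent activation versus DMSO; benchmarks: DMSO and mock-transfected background; replicates: one test per compound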
Hsp90 inh = displaces geldanamycin probe from tumor Hsp90; NCI-N417 lysate Hsp90, Cy3B-geldanamycin FP displacement; inhibition, % at 30 µM; 0.35% of 64,000 active;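 active = inhibition above 50%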;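 also: 0% = tracer plus lysate wells and 100% = tracer alone without lysate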
* hit, by the source's call; nt = no result given.

SMILES	DUSP1 inh	Cdc25B inh	Her2 expr inh	D1 mod	FXIIa inh mix	TNAP act mid DEA	RORa activator	SF-1 act	Hsp90 inh
CSc1nc2ccccc2n1CC(=O)N1CCCCC1	-30	1	111	0.03	7	0.9	-17	2	2
Cc1sc2nc(SCC(=O)OC(C)C)n(C)c(=O)c2c1C	13	-10	95	0.75	5	0.9	-12	-6	nt
O=C(OCCN1C(=O)c2ccccc2C1=O)c1cnccn1	5	1	100	-0.2	-4	0.9	-5	-3	-1
CCOC(=O)N1CCN(C(=O)c2ccc(CN(c3ccc(C)c(C)c3)S(C)(=O)=O)cc2)CC1	7	-31	65	-0.52	1	0.9	-4	-4	nt
Cc1cccc(NC(=O)CSc2nnc([C@@H]3CCCN3C(=O)OC(C)(C)C)o2)c1C	23	-7	110	nt	-4	1	-2	14	-2
C=Cn1c(C(=O)O)cc(CC)c1-c1ccccc1	9	-17	100	-0.0021	3	0.9	-23	10	-8
CCSc1nc2ccccc2n1CC(=O)N1CCOCC1	1	-6	253	1.3	3	0.9	nt	nt	nt
CCOc1ccc(CNc2ccc3c(c2)nc(C)n3C)cc1	1	5	127	nt	-1	1	32	12	-1
CC1(c2ccccc2)NC(=O)N(CCOc2ccccc2)C1=O (configuration not stated)	-16	-2	91	-0.35	6	0.9	8	4	1
Cc1cccc(-c2nnc(SCc3cc(=O)[nH]c4ccccc34)n2C)c1	-25	-7	96	-0.37	-6	0.9	-12	-14	4
Cc1c(C(=O)OC2CCCCC2)sc2nc[nH]c(=O)c12	26	-8	88	1.3	4	0.9	0	7	-11
Cn1c(=O)c2c(nc(N3CCCCCC3)n2CC(O)COc2ccc(Cl)cc2)n(C)c1=O (configuration not stated)	25	-2	89	-1.4	5	0.9	1	1	-1
O=C(c1noc2c1CCc1ccccc1-2)N1CCCc2ccccc21	0	4	86	0.27	-20	0.8	9	1	-7
CCOC(=O)c1[nH]c(C)c(C(=O)NCCCOC(C)C)c1C	25	0	83	nt	-12	1	13	11	-4
CCOC(=O)N1CCN(c2ccc(C(=O)c3ccccc3)cc2F)CC1	1	-8	105	-0.28	9	0.8	58*	36	2
Cc1cc(COc2ccccc2OCc2cc(C)no2)on1	3	-2	109	1.4	16	1.1	-15	0	-1
O=C(CCCCn1c(=O)[nH]c2ccccc2c1=O)NCCc1c[nH]c2ccccc12	-2	-20	71	0.0085	0	1	-5	-3	-4
CC(=O)OCc1cc2cccc(C)c2[nH]c1=O	-20	4	91	-0.19	3	1	-14	10	-4
O=C(Cn1nc(C(=O)O)c2ccccc2c1=O)NCCC1=CCCCC1	35	-8	71	1.4	1	nt	7	-1	-6
Cn1c(/C(C#N)=C(\O)c2ccc(S(=O)(=O)N3CCCCC3)cc2)nc2ccccc21	4	-5	67	nt	3	1	-15	0	1
COc1ccc(CN2C(=O)CCC2(C)C(=O)NC2CCCC2)c(OC)c1 (configuration not stated)	9	-12	102	-0.3	2	1	17	4	0
CN1CCc2c(sc3c2c(=O)n(-c2ccccc2)c2nnc(SCc4ccccc4F)n32)C1	-12	1	106	0.17	0	0.9	-26	-8	-5
COC(=O)c1sc(NC(=O)CSc2nnnn2-c2ccc(C)cc2C)nc1C	3	-6	99	-0.059	2	0.9	-4	-21	0
CCSC1(SCC)N=C(N)C2(C#N)C(c3ccccc3)NC(C)=C(C)C12C#N (configuration not stated)	2	2	136	0.63	7	0.9	-3	-12	-2
O=C(O)CCC(=O)N1CCC(C(=O)c2cccc(Cl)c2)CC1	13	-4	97	0.2	2	0.8	8	-4	-3
O=C1Nc2ccccc2C12Nc1ccccc1-c1nc3ccccc3n12 (configuration not stated)	2	-8	40	1.5	-17	0.9	-3	3	2
O=c1cc(N2CCOCC2)[nH]c(=O)n1-c1ccc(Br)cc1	6	0	113	0.16	6	1	-25	2	-1
O=C(Nc1ccc2c(c1)OCCO2)c1ccco1	3	2	147	-1.3	3	0.9	28	44	-3
COc1ccccc1OCCCCNCCO	-4	-12	113	0.093	6	0.9	4	-11	1
O=C1Nc2ccc(Br)cc2C1(O)Cc1ccccn1 (configuration not stated)	2	-9	57	0.069	11	0.9	nt	nt	nt
COCC(C)n1c(C)cc(C(=O)COC(=O)c2c(NC(C)=O)sc(C)c2C)c1C (configuration not stated)	21	0	-11*	1.6	7	0.9	1	-10	-3
CCOC(=O)c1[nH]c(C)c(C(=O)NCCC2=CCCCC2)c1C	10	17	61	1.2	3	1	1	24	-1
CC(C)C[C@H](NC(=O)N1CCN(c2ccccc2)CC1)C(=O)O	-9	1	117	-0.28	-11	0.9	0	9	-2
C=CCn1c(SCc2cccnc2)nnc1-c1ccncc1	9	-10	90	0.05	5	1	2	-10	-1
O=C(CSc1ncccn1)Nn1cnnc1	-24	2	93	-0.92	-15	1	3	15	0
Cn1c(C(O)c2ccc(Cl)cc2)nc(Cl)c1Cl (configuration not stated)	-11	7	61	1	0	1	-2	-3	-1
CCc1ccccc1NC1c2ccccc2C(=O)N1c1cc(C)ccn1 (configuration not stated)	4	0	99	-0.81	4	1	-5	10	4
CCn1c(=N)c(C(=O)NCCCOC)cc2c(=O)n3cccc(C)c3nc21	-12	-14	96	-0.055	-5	0.9	6	3	-4
Cc1ccc2c(CN3CCCc4ccccc43)cc(=O)oc2c1C	8	-4	107	0.77	-17	0.9	5	4	-1
CC(C)=CCSc1nnc(CCNC(=O)OC(C)(C)C)o1	4	1	257	0.21	7	0.9	-23	15	1
O=C(O)CCS(=O)(=O)Cc1ccccc1F	10	1	135	0.17	-13	0.9	3	7	0
COc1cc(OC)cc(C(=O)N(CN2CCCC2=O)c2ccccc2OC)c1	4	-16	88	nt	1	1	-10	3	0
CCCc1cc(=O)[nH]c(SCC(=O)Nc2nonc2N)n1	23	-7	118	-0.42	-25	1	-16	4	3
CN1C(=O)CSc2ccc(NC(=O)N3CCc4ccccc43)cc21	34	-6	167	-0.66	-7	0.9	75*	105*	-6
COc1cccc2sc(Nc3nnc(-c4ccccc4Cl)o3)nc12	13	13	29	1.5	12	0.9	31	18	-1
O=C(NCCCN1CCN(c2ccc(F)cc2)CC1)c1cccc(N2CCCC2=O)c1	9	1	101	-6.1*	0	0.9	-10	-15	4
COc1cccc(C=Nc2cc(C)on2)c1O	5	-14	112	0.21	2	1	-12	-4	0
CC(C)Oc1ccc(C2/C(=C(/O)c3ccc(F)cc3)C(=O)C(=O)N2CCCN(C)C)cc1 (configuration not stated)	28	-3	121	-0.012	-4	0.9	9	4	-4
O=C1CCCC2=C1C(c1ccncc1)c1c(nc(SCc3ccccc3)[nH]c1=O)N2 (configuration not stated)	37	2	92	nt	8	0.9	-11	1	nt
CC1CCC(NC(=O)CC2Oc3ccccc3NC2=O)CC1 (configuration not stated)	9	-6	90	0.27	3	1.1	-2	-4	-2
COC(=O)n1c(=S)oc2cc(Cl)ccc21	-6	6	142	0.84	4	0.9	13	3	4
N#CCCN(C(=O)Nc1ccccc1)c1ccccc1	2	-2	104	-0.52	0	1	-18	10	1
CCOc1ccc(NC(=O)C2CC(C)=C(C)CC2C(=O)O)cc1 (configuration not stated)	6	-11	167	0.026	11	1	nt	nt	nt
COc1ccc(CCNC2=NCC(C)S2)cc1 (configuration not stated)	0	8	126	nt	9	0.8	-16	10	0
CCOC(=O)c1ccc(NC(=O)CC2SCCNC2=O)cc1 (configuration not stated)	-20	3	102	-1.6	5	0.9	15	32	-1
CCOC(=O)N1CCN(C(=O)c2cc3c(-c4ccc(Cl)cc4)nn(C)c3s2)CC1	22	-10	85	0.037	1	0.9	3	11	0
CCCn1c(SCC(=O)N2CCCc3ccccc32)nc2c1c(=O)n(C)c(=O)n2C	0	-12	95	4.2*	4	0.9	-14	-3	-1
CCOC(=O)C1CCCN(S(=O)(=O)c2cn(C)c(=O)n(C)c2=O)C1 (configuration not stated)	-2	-9	95	-0.71	-11	0.9	9	7	-5
Cc1c(=O)n(OCc2ccccc2F)c2ccccc2[n+]1[O-]	0	-4	81	nt	2	0.9	-8	8	-3
Cc1ccc(S(=O)(=O)Cn2nnnc2CN2CCOCC2)cc1	-30	4	95	2.2	2	0.9	-18	-3	2

Next section
SMILES	DUSP1 inh	Cdc25B inh	Her2 expr inh	D1 mod	FXIIa inh mix	TNAP act mid DEA	RORa activator	SF-1 act	Hsp90 inh
CN1CCN(S(=O)(=O)c2ccc(NC(=O)C3CCCCC3)cc2)CC1	21	-3	78	-0.48	4	0.9	-23	-11	-5
COCCn1c(SCC(=O)c2ccc(F)cc2)nnc1C(C)C	0	-2	117	0.065	-9	0.9	-16	13	-2
COc1ccccc1Nc1nc(N)nc(CSc2nc(C)cc(C)n2)n1	-15	-7	106	3.8	7	0.9	-8	-6	-2
O=C(O)[C@H](Cc1ccccc1)N1C(=O)c2ccncc2C1=O	4	-6	102	-1.4	3	1	-30	3	-4
Cc1csc(NC(=O)c2ccccc2C(=O)O)n1	-20	0	117	-0.35	7	0.9	0	23	1
OC(CCN1CCCCC1)(c1ccccc1)c1ccccc1	-12	-12	99	-0.43	-9	0.9	9	6	-2
Cc1ccc(NC2=NC(c3ccccc3)n3c(nc(C)cc3=O)N2)cc1 (configuration not stated)	5	5	87	-0.15	4	1	-10	2	-1
CCOc1ccc(NC(=O)N(CCN2CCOCC2)Cc2ccc3c(c2)CCCN3CC)cc1	7	4	110	1.4	-17	0.9	-17	-12	1
c1ccc(CCNc2ncnc3nc[nH]c23)cc1	10	-1	82	-0.26	3	1.1	27	37	-7
COCCn1c(SCC(=O)Nc2nc(C)c(Cl)cc2Cl)nc2ccccc21	3	-6	87	0.42	4	1	3	-7	-1
Cc1ccc(N(CC(=O)NCc2ccc3c(c2)OCO3)S(C)(=O)=O)cc1	2	-2	136	0.049	12	1	22	9	-4
Clc1ccc(OCc2nc(-c3ccccn3)n[nH]2)cc1	-11	1	58	-0.73	10	0.9	-3	-2	-4
CCc1nc(N2CCCCC2)c2oc3ccccc3c2n1	-9	2	33	6.3*	0	0.9	13	2	-1
COCCOC(=O)c1[nH]c2c(c1C)C(=O)C(C(=O)OC)C(C)C2 (configuration not stated)	6	1	94	1	1	1	56*	47	-1
CCCCOc1ccc(C2(C(=O)O)CCCC2)cc1	13	-2	137	0.078	3	1	-3	25	0
c1ccc(SCc2nc(-c3ccncc3)no2)cc1	74*	5	100	-0.091	3	0.9	37	35	-12
